# Neddylation inh: inhibitors of human cullin neddylation; P61081+Q13564; TR-FRET cullin neddylation, biochemical; calls only at 25 µM; 360,000 compounds, 0.58% hits; in the data active = inhibition above about 36%
# MsrA act: bovine methionine sulfoxide reductase A activation; purified bovine MsrA, absorbance read-out; activation, % at 10.6 µM; 360,000 compounds, 0.3% hits; in the data active = activation above about 7.5%;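 note: 0% = vehicle and 100% = reference activator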
# Rin1-Abl PPI inh: inhibitors of human Rin1-Abl protein interaction | 360,000 compounds, 0.4% hits | TR-FRET Rin1/Abl binding, biochemical | P00519+Q13671 | inhibition, % at 7.35 µM; in the data active = inhibition above about 5%, passing the limit was not always enough
# SKN-1 block: inhibitors of C. elegans SKN-1 | inhibition, % at 21.8 µM | AID 624304 | C. elegans VP596 Pgst-4::GFP/RFP ratio, acrylamide-induced, 24 h | 360,000 compounds, 0.49% hits;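 active = interference check ratio from 0.5 to 1.5 plus GFP to RFP signal ratio inhibition reaching or exceeding a fixed threshold, cut at about 30% in these data, passing the limit was not always enough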; note: some compounds called inactive have numbers as strong as hits
# FAS TE block: blocks the thioesterase domain of human fatty acid synthase; recombinant FAS-TE, OMFH fluorogenic substrate, fluorescence endpoint; 360,000 compounds, 0.67% hits; AID 602261; inhibition, % at 15 µM;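 active = compounds whose normalised, plate-corrected inhibition of enzyme fluorescence in the single-dose primary screen is 50% or more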;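 note: 0% = DMSO with enzyme and 100% = substrate without enzyme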
# E coli Lon inh: inhibitors of E. coli Lon protease. purified E. coli Lon protease, fluorescence polarization. inhibition, % at 7.94 µM. 360,000 compounds, 0.42% hits. AID 602123; in the data active = inhibition above about 13%, passing the limit was not always enough;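 note: 0% = enzyme with probe and DMSO and 100% = no enzyme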
# MsrA inhibitor: inhibitors of bovine MsrA | purified bovine MsrA, absorbance read-out | inhibition, % at 15.5 µM | 360,000 compounds, 0.75% hits | AID 651718; in the data active = inhibition above about 4.5%;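 note: 0% = vehicle wells with enzyme and 100% = reference inhibitor wells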
# NRP1-CendR mod: NRP-1/CendR interaction modulation. FAM-RPARPAR peptide binding to NRP-1, fluorescence polarization. 360,000 compounds, 0.85% hits. O14786. inhibition, % at 25 µM;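 active = inhibition or corrected inhibition above about 18%, plus a signal ratio from 0.5 to 1.5, limit read from the data, passing the limit was not always enough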; note: strong numbers were not always called active
# MT1-MMP act inh: inhibitors of human MT1-MMP activation; P50281; HT1080 RFP-PRO-GFP cells, GFP/RFP ratio fluorescence, overnight; percent of plate control window, DMSO zero; GFP/RFP ratio change, % at 20 µM; 360,000 compounds, 0.061% hits; AID 651647;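 active = GFP/RFP ratio change of at least 30% with cell ATP level not reduced by more than half and red fluorescence within 50% of control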; note: strong numbers were not always called active
#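 Assay system: RFP-PRO-GFP reporter HT1080 cells; read-out basis: GFP/RFP fluorescence ratio; benchmarks: DMSO wells and RFP-L50D-GFP cells; doses: 20 µM single dose, 1% DMSO; schedule: overnight cell settling, then overnight compound exposure, 37 °C, 5% CO2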
# Starred values were filed as active, the others as inactive; i = inactive; . = no result given.
mol	Neddylation inh	MsrA act	Rin1-Abl PPI inh	SKN-1 block	FAS TE block	E coli Lon inh	MsrA inhibitor	NRP1-CendR mod	MT1-MMP act inh
CCn1c(CSc2nc3ccccc3[nH]2)n[nH]c1=S	i	-0.8	3.6	-5.4	-3.6	4.1	.	5.6	6.3
CC(C)CNC(=O)COc1ccc2c3c(c(=O)oc2c1)CCC3	i	-3.7	-0.5	6.5	0.3	-4.2	0.4	-5.9	2.8
COc1ccc(C(=O)NCC(=O)OCC(=O)c2c[nH]c3ccccc23)cc1	i	0.2	-1.4	-8.0	-4.1	5.2	0.4	-4.8	1.0
CC(=O)c1c(C)oc2c1cc(O)c1ccccc12	i	-2.8	-1.7	0.9	-3.1	-5.0	0.8	-2.0	1.6
COc1ncnc2c1ncn2CCCNCc1ccc2c(c1)OCO2	i	-5.2	-3.3	3.0	-7.6	-5.1	1.0	-4.0	3.7
CN1CCN(c2ccc([N+](=O)[O-])cc2NC(=O)c2cccs2)CC1	i	-4.1	-5.9	21.1	5.4	6.3	2.3	-4.9	-6.2
c1ccc2[nH]c3cc4ncnc4cc3nc2c1	i	18.2*	-16.9	-5.4	-21.9	153.4*	0.4	91.0	-52.1
NC(=O)C1=C[C@@H](c2ccc(Br)cc2)C[C@@H](OCCCCO)O1	i	1.5	7.7	4.5	-5.1	-1.2	-1.8	16.7	0.5
Cc1ccc(-c2cc(Cc3ccc(F)cc3)c(=O)[nH]n2)cc1	i	-3.5	-2.4	10.2	12.5	-5.1	0.0	9.3	-1.2
Cc1ccc(Nc2ncnc(N)n2)cc1	i	-9.6	2.2	-0.5	-5.2	6.2	0.6	-5.2	0.6
CCOC(=O)C1=CCN(S(=O)(=O)c2ccccc2C)C1c1ccc(C)cc1 (centres undefined)	i	0.6	2.0	-2.9	23.0	-0.4	-1.8	11.3	0.9
Nc1nc(-c2ccccc2)[nH]c(=O)c1N=O	i	-1.5	-6.0	4.7	-1.7	-1.6	2.3	-7.0	1.5
COc1cc2[nH]c(=O)n(Cc3ccc(C(=O)NCCCN4CCC(C)CC4)cc3)c(=O)c2cc1OC	i	-6.3	4.5	2.6	-1.9	-10.1	-0.6	4.0	2.7
O=C(c1c[nH]c2ccc(F)cc2c1=O)N1CCCCCC1	i	-11.3	0.1	0.3	-2.5	-7.7	0.2	-0.4	1.7
CC(/C=N/NC(=O)c1cc(-c2ccc(Cl)cc2)nc2ccccc12)=C\c1ccco1	i	-0.6	-2.6	15.7	-0.3	-2.0	4.0	-21.5	5.1
Cc1ccc(NC(=O)[C@H](Cc2ccccc2)NC(=O)C2CCNCC2)cc1	i	0.4	-0.2	0.1	-11.6	-0.9	-0.7	10.0	5.7
CCOc1ccc(C(C)NC(=S)NC2CCCCC2)cc1 (centres undefined)	i	-11.2	3.3	2.6	0.9	-7.2	0.5	-9.0	2.6
CCN1CCN(CCCNc2ncnc3nc[nH]c23)CC1	i	-6.6	-1.4	1.2	-11.1	-1.3	0.8	-5.4	-2.6
O=C(Nc1ccc(N2CCOCC2)cc1)c1cc2ccccc2o1	i	-1.6	-1.6	6.0	-0.6	-0.5	1.4	16.7	5.3
Cc1c(Cl)cccc1NC(=S)/C(=C(\[O-])c1ccc(Cl)s1)[n+]1ccccc1	i	-10.6	-0.2	-9.4	16.4	-13.9	1.7	-0.2	-2.3
CS(=O)(=O)N1CCN(c2ccc([N+](=O)[O-])c3cccnc23)CC1	i	-1.7	-10.1	4.1	4.4	2.7	0.4	9.4	3.8
CCOC(=O)c1c(N2C(=O)C3CC(C)=C(C)CC3C2=O)sc(C)c1C (centres undefined)	i	-5.5	-1.4	-1.5	3.4	8.3	-0.5	-3.7	2.2
CCn1c(-c2cccnc2Cl)nc2cc(C)c(C)cc21	i	-8.3	0.8	0.2	-10.3	-5.5	0.2	3.8	2.2
CC(C)CCNC(=O)C1CC2Cn3c(nc4cc(Cl)c(Cl)cc43)C2N1C (centres undefined)	i	-1.9	2.5	9.0	8.5	-6.2	0.5	6.8	2.0

# Quoted at random: 2 records from the list.
mol	Neddylation inh	MsrA act	Rin1-Abl PPI inh	SKN-1 block	FAS TE block	E coli Lon inh	MsrA inhibitor	NRP1-CendR mod	MT1-MMP act inh
Cc1ccc(NC(=O)[C@H](Cc2ccccc2)NC(=O)C2CCNCC2)cc1	i	0.4	-0.2	0.1	-11.6	-0.9	-0.7	10.0	5.7
CCOC(=O)c1c(N2C(=O)C3CC(C)=C(C)CC3C2=O)sc(C)c1C (centres undefined)	i	-5.5	-1.4	-1.5	3.4	8.3	-0.5	-3.7	2.2

# Next section
mol	Neddylation inh	MsrA act	Rin1-Abl PPI inh	SKN-1 block	FAS TE block	E coli Lon inh	MsrA inhibitor	NRP1-CendR mod	MT1-MMP act inh
C[C@@H]1CN([C@H](C)CO)C(=O)c2cc(NC(=O)C3CCCCC3)ccc2O[C@@H]1CN(C)Cc1ccncc1	i	-0.7	2.5	1.0	-13.5	1.8	1.5	2.6	-2.5
CCc1nnc(NC(=O)CSc2nnc(C3CCCCC3)n2-c2ccccc2)s1	i	1.1	0.0	24.1	1.6	-3.3	-0.6	-3.0	1.6
Cn1c(CNC(=O)CNC(=O)Cc2ccc(F)cc2)cc(=O)n(C)c1=O	i	-2.2	-3.2	13.0	-4.4	-2.8	0.3	-2.5	0.2
Cc1cccc(C(=O)NC2CCN(S(=O)(=O)c3cccc(F)c3)CC2)c1	i	-1.4	1.9	6.5	-2.3	-1.7	-0.4	15.1	2.9
CC(C)(C)c1ccc(N2C(=N)SCC2=O)cc1	i	-3.2	-2.1	-10.8	-1.8	1.9	-0.7	13.0	-2.3
COc1ccc2c(c1O)-c1ccccc1CCN(C)C2	i	-2.4	-2.6	-0.8	-3.7	-5.1	-0.1	8.6	0.0
CC(C)C[C@H]1CN=C(Nc2ccccc2)N1CC(C)C	i	-5.3	2.2	18.6	-13.0	-8.5	1.3	10.7	-0.1
COc1ccc(NC(=O)NC23CC4(C)CC(C)(CC(C)(C4)C2)C3)cc1	i	-2.5	-2.1	5.8	1.5	-11.2	-1.4	2.1	-13.7
Cc1cn([C@H]2C[C@H](O)[C@@H](/C=C/C(=O)NCCc3cccnc3)O2)c(=O)[nH]c1=O	i	-3.1	1.7	-1.1	-7.5	6.0	-0.2	-7.5	1.4
Cc1cc(C)cc(NC(=O)NCC(O)COc2ccc([N+](=O)[O-])cc2)c1 (centres undefined)	i	-1.7	-2.5	3.4	19.0	0.0	-1.0	2.3	4.4
CCOC(=O)c1[nH]c2ccc(F)cc2c1NC(=O)CCN1CCOCC1	i	-9.6	2.6	-18.8	-12.5	-4.2	0.9	-11.6	0.4
N#C/C(=C\c1cccnc1)C(=O)Nc1cccc2ccccc12	i	1.9	0.1	-8.8	-5.6	-6.3	1.9	-2.4	-2.6

# Part of the list above in another layout.
# Order of results: Neddylation inh, MsrA act, Rin1-Abl PPI inh, SKN-1 block, FAS TE block, E coli Lon inh, MsrA inhibitor, NRP1-CendR mod, MT1-MMP act inh
- COc1ccc2c(c1O)-c1ccccc1CCN(C)C2
  i, -2.4, -2.6, -0.8, -3.7, -5.1, -0.1, 8.6, 0.0
- Cc1cn([C@H]2C[C@H](O)[C@@H](/C=C/C(=O)NCCc3cccnc3)O2)c(=O)[nH]c1=O
  i, -3.1, 1.7, -1.1, -7.5, 6.0, -0.2, -7.5, 1.4
- CCOC(=O)c1[nH]c2ccc(F)cc2c1NC(=O)CCN1CCOCC1
  i, -9.6, 2.6, -18.8, -12.5, -4.2, 0.9, -11.6, 0.4

# Next part:
mol	Neddylation inh	MsrA act	Rin1-Abl PPI inh	SKN-1 block	FAS TE block	E coli Lon inh	MsrA inhibitor	NRP1-CendR mod	MT1-MMP act inh
CCn1c(=O)cc(OCC(=O)NCc2ccco2)c2ccccc21	i	-13.1	-4.8	-23.0	-6.0	-6.5	-0.1	3.7	4.1
CC1(C)Cc2c(c(-c3ccco3)[nH]c(=O)c2C#N)CO1	.	-2.2	-2.3	20.8	-6.6	3.9	-0.3	6.7	-5.1
O=S(=O)(c1cccc(-c2n[nH]c(=S)n2-c2cccc(C(F)(F)F)c2)c1)N1CCOCC1	i	-0.3	-0.4	10.9	-11.5	8.4	-0.2	9.0	0.8
CC(=O)c1ccccc1C(=O)NCc1cccnc1	i	-1.6	-0.9	-0.1	-5.6	3.4	-0.6	-3.4	-1.2
CSc1cccc(NC(=O)CN(C)S(=O)(=O)c2cnc[nH]2)c1	i	-10.4	1.1	7.8	-15.1	-2.4	-1.0	1.4	-3.8
O=C(CN1C2CCCC1CC(NC(=O)C1CCCCC1)C2)Nc1ccccc1 (centres undefined)	i	0.8	1.4	14.7	-2.4	8.6	-0.1	-2.0	0.2
CCc1ccc(-n2nc3cc(C)c(N)cc3n2)cc1	.	-3.1	-1.8	-1.5	13.3	-3.4	1.1	-11.9	0.2
CC(=O)c1ccc(Nc2cc(C)nc3c(C)cc(C)cc23)cc1	i	-3.5	-3.5	8.0	5.0	-9.0	2.5	7.0	-8.0
Cc1ccc(S(=O)(=O)N2[C@H](CC(=O)c3cccc4ccccc34)OC[C@@H]2C)cc1	i	.	.	1.6	.	.	1.6	-3.8	0.0
CC(=O)N(C)C1(c2nnnn2CCOC(=O)Nc2ccc(Cl)cc2)CCCCC1	i	0.7	1.0	5.5	-2.3	4.5	-1.6	1.3	8.5
CC1CCCCN1C(=O)CN1CCC(c2nc3ccc(Cl)cc3[nH]2)CC1 (centres undefined)	i	-2.6	2.0	3.8	-6.7	-6.4	0.1	-23.7	-6.7
CC1=CCC(C(C)(C)NC(=O)c2ccccc2)C/C1=N\O (centres undefined)	i	-3.4	3.0	7.7	-5.0	-3.6	0.7	5.7	-3.8
Clc1ccc(C2=NNC(=NCc3ccccc3)SC2)cc1	i	-9.7	-5.2	-2.9	-3.8	0.1	1.6	3.9	0.2
O=C(NCc1ccccc1)c1ccc(C(=O)NCc2ccccc2)cc1	i	-0.4	4.7	-7.2	-4.3	-3.9	0.4	9.9	4.9
COc1ccc(S(=O)(=O)Nc2ccc(F)cc2F)cc1C(=O)N1CCOCC1	i	-2.5	-4.4	-8.8	-4.8	-0.7	1.0	-2.0	-2.1
Cc1cc(C)cc(NC(=O)CSc2ccccc2)c1	i	-9.2	3.5	2.6	6.3	-3.0	-0.5	18.4	0.3
CCN(CCCNC(=O)C1CCN(S(=O)(=O)CC)CC1)c1ccccc1	i	-0.6	4.6	5.8	-7.3	4.5	0.0	-8.4	4.8
CSc1ccccc1NC(=O)CN(C)Cc1ccc(Br)cc1	i	-3.6	-0.8	10.3	26.2	-0.4	0.0	3.7	-2.8
CCSc1nnc(NC(=O)NC(C)(C(F)(F)F)C(F)(F)F)s1	i	-2.5	-3.9	8.4	-3.9	3.0	-0.8	-0.2	-6.5
O=C(Nc1ccc(F)cc1)N(CCCN1CCOCC1)Cc1cc2cc3c(cc2[nH]c1=O)OCO3	i	-2.9	5.0	-7.9	-2.4	-10.2	2.0	1.5	1.3
NS(=O)(=O)c1ccc(NC(=S)Nc2nn(Cc3ccc(Cl)cc3Cl)cc2Cl)cc1	i	-7.9	-1.2	-1.9	1.0	12.9	0.9	4.4	2.5
Cc1c(NC(=O)C(C)OC(=O)c2nc(Cl)ccc2Cl)c(=O)n(-c2ccccc2)n1C (centres undefined)	i	-4.0	0.7	1.7	-2.5	1.1	0.5	5.5	-4.5
COc1ccc(Nc2nc(-c3sc(C)nc3C)cs2)cc1	i	-3.2	2.2	3.2	4.5	-2.2	-0.1	6.5	4.0
Cc1ccccc1N1CCN(CCN2C(=O)CC(=C3c4ccccc4-c4ccccc43)C2=O)CC1	i	-9.9	-5.9	4.7	14.1	-7.0	1.6	8.8	-2.6
